# Screening results: PubChem BioAssay, several laboratories
# HCV core dimer: blocks dimerization of HCV core protein; TR-FRET GST/Flag-core106 dimerization, 1536-well; actives 0.33% (n = 300,000); inhibition, % at 5 µM;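 active means inhibition above the mean of all tested compounds plus 3 SD, set per screening campaign, cut at about 45% in these data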
#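 System: GST/Flag-tagged HCV core106 proteins. Incubation: compound-protein-antibody incubation 4 h at 22.5 °C. Technique: HTRF with 340 nm excitation, 617/671 nm emission. Medium: KF-containing HEPES buffer, pH 7.45, DTT, CHAPS, BSA. Read-out: inhibition (%) from 671 over 617 nm ratio. Also added: Eu(K)-anti-GST 90 ng/mL plus XL665-anti-Flag 1 µg/mL.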
# TPT1 inhibitor: inhibitors of Candida albicans tRNA 2'-phosphotransferase TPT1. recombinant caTPT1, FP RNA substrate dephosphorylation. inhibition, % at 5 µM. actives 0.81% (n = 300,000). AID 1962;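 active means inhibition above the mean of all tested compounds plus 3 SD, set per screening campaign, cut at about 24% in these data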;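 further: plate controls were DMSO alone for no effect and ferristatin control at 100 nM for full effect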
# PP5 primary: blocks human protein phosphatase 5 activity. P53041. purified PP5c, OMFP substrate fluorescence. inhibition, % at 6.7 µM. actives 0.18% (n = 320,000);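 active means inhibition above the campaign's mean inhibition across all tested compounds plus 3 SD, cut at about 9.5% in these data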;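 further: 0% = DMSO only and 100% = 100 µM cantharidin control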
# Target sequence (P53041 whole entry, looked up): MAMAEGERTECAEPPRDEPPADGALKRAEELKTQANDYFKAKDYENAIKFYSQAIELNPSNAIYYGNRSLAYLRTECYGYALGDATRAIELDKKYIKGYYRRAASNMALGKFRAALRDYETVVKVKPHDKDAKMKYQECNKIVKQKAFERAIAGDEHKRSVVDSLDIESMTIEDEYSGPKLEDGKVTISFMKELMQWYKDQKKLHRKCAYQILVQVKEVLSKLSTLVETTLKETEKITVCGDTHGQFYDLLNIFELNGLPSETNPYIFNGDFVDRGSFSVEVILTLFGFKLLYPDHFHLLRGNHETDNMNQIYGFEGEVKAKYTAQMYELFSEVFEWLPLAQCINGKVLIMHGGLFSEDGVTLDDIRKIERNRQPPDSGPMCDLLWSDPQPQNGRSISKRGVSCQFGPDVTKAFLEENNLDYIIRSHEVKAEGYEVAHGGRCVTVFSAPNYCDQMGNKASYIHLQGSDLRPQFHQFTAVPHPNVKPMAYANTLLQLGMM
# ZTA counter: ZTA (EBV) inhibition in EBNA-1 counter-screen. actives 0.15% (n = 320,000). inhibition, % at 11 µM. P03206. ZTA-DNA binding, fluorescence polarization; in the data active means inhibition above about 33%
# Target sequence (P03206 whole entry, looked up): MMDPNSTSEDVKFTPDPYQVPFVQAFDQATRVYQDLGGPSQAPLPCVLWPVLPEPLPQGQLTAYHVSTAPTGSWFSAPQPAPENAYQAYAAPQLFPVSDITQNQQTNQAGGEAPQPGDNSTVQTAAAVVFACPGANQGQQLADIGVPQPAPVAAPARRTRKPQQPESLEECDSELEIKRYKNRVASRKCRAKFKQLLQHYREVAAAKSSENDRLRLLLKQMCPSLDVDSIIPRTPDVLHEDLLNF
# PP1 inh: blocks human PP1-alpha phosphatase, a PP5 counter-screen; purified PP1alpha, OMFP fluorescence; actives 0.9% (n = 320,000); inhibition, % at 6.7 µM;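 active means inhibition above the mean inhibition of all tested compounds plus 3 SD, computed separately for each screening campaign, cut at about 15% in these data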
# PREPL inhibitor: inhibits the human prolyl oligopeptidase-like enzyme. actives 0.68% (n = 320,000). inhibition, % at 5.96 µM. recombinant PREPL, fluorescence polarization activity-based probe. AID 2751. Q4J6C6; in the data active means inhibition above about 43%;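 further: 0% = enzyme with DMSO and 100% = wells lacking enzyme; many of its hits are not listed in these tables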
# EBNA-1 inhibitor: blocks EBNA-1 binding to DNA. inhibition, % at 14.8 µM. EBNA-1 DNA binding, fluorescence polarization. actives 0.34% (n = 300,000); in the data active means inhibition above about 28%
# CTSL1 counter: cathepsin L1 inhibition, PFM18AAP counter-screen | recombinant F. hepatica cathepsin L1, Z-Leu-Arg-MCA fluorescence | inhibition, % at 5.96 µM | actives 0.49% (n = 300,000) | AID 1906;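 active means inhibition above the mean of all tested compounds plus 3 SD, set per screening campaign, cut at about 17% in these data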;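 further: 0% = plate median of test compound wells and 100% = 1 µM Z-Phe-Ala-diazomethylketone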
# Efflux pump mplx: blocks antifungal efflux pumps in multiplex yeast assay. S. cerevisiae Candida pump triplex, Nile Red efflux. inhibition, % at 10 µM. actives 0.44% (n = 330,000). AID 485275;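 active means plate passing quality check with inhibition over a set limit, or well fluorescence over plate mean plus 4 SD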;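 further: Nile Red retained in pooled yeast measured as flow cytometry median fluorescence; 0% = buffer negative control and 100% = Enniatin B positive control; higher means more Nile Red kept so more efflux inhibition; some compounds called inactive have numbers as strong as hits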
# An asterisk follows results filed as active; . = not tested or not shown. Some of the compounds tested; rates above refer to the full screens.
SMILES,HCV core dimer,TPT1 inhibitor,PP5 primary,ZTA counter,PP1 inh,PREPL inhibitor,EBNA-1 inhibitor,CTSL1 counter,Efflux pump mplx
O=C(O)CCC(=O)N1N=C(c2c(-c3ccccc3)c3cc(Cl)ccc3[nH]c2=O)CC1c1ccccc1 (centres undefined),25,-5,0.9,13,2,5,2,9,0.0
COc1cc(C2N(c3cc(C)on3)C(=O)C3CCCN32)cc(OC)c1OC (centres undefined),-4,3,1.0,2,-3,-12,8,1,-0.1
Cc1cc(C)c2sc(NNC(=O)C3COc4ccccc4O3)nc2c1 (centres undefined),19,2,2.7,-5,-1,2,5,7,-0.2
COc1ccc(C2C(C#N)=C(N)Oc3n[nH]c(C)c32)cc1CSc1ccccn1 (centres undefined),2,-6,1.1,3,0,-12,14,-1,-0.2
CNC(=S)N(CCc1c(C)[nH]c2ccccc12)Cc1cccnc1,-12,-5,-0.2,-2,-7,-7,-3,11,-0.5
CCCC(NC(=O)CCl)c1ccccc1 (centres undefined),-15,-6,2.5,-13,-1,-2,-3,22*,-0.2
CN(C(=O)C1CCCO1)c1nnc(-c2ccccn2)s1 (centres undefined),-3,-2,-0.3,17,-1,-1,4,0,0.0
CCCc1cc(=O)[nH]c(SCC(=O)N2CC3(C)CC2CC(C)(C)C3)n1 (centres undefined),.,.,0.2,-10,5,1,.,.,0.1
COC(=O)CSc1cc(SCC(=O)OC)c(C#N)c(SCC(=O)OC)c1,-1,-4,1.0,2,3,8,8,0,-0.3
COc1ccc(-c2ccc(SCC(=O)c3cccs3)nn2)cc1,9,1,2.8,0,1,-6,-5,-5,0.0
COc1ccc(OC)c(C2C(C(=O)c3ccco3)=C(O)C(=O)N2Cc2cccnc2)c1 (centres undefined),1,-2,1.4,-16,-3,-1,1,0,0.3
O=C(CSc1n[nH]c(=O)n1Cc1ccco1)c1ccc2c(c1)OCCO2,-6,2,1.7,-3,3,-7,-18,-5,0.1
N/C(=N\OC(=O)CCc1ccccc1)c1ccc(Br)cc1,2,-1,-0.6,-8,-4,12,0,-7,0.0
COc1ccc(N(CC(=O)NCCSc2ccccn2)S(=O)(=O)c2ccccc2)cc1Cl,-6,-2,3.4,0,3,-21,-12,-4,0.5
CCOc1cccc2cc(C(=O)N3CCOCC3)c(=O)oc12,1,1,-0.4,-3,5,-1,12,0,0.0
CCCN1CCN(C(c2cc3cc(OCC)ccc3[nH]c2=O)c2nnnn2C2CCCCC2)CC1 (centres undefined),-1,3,1.6,2,0,1,8,0,0.6
CC(C)(C)c1nc(Sc2ncccc2[N+](=O)[O-])n[nH]1,1,1,2.3,-15,-3,2,-11,5,0.3
CCN(CC)S(=O)(=O)c1ccc2c(c1)N(CC(=O)Nc1ccc(NC(C)=O)cc1)C(=O)CO2,0,-2,-1.1,-6,-3,-6,2,1,0.0
CCc1ccc(C(=O)NC(CCSC)C(=O)OC)cc1 (centres undefined),-2,-1,2.7,0,6,-10,-4,6,-0.1
O=C(c1cc(-c2ccc(O)cc2)on1)N1CCCCCC1,-9,3,0.7,4,-3,-4,-20,6,-0.1
CCNC(=O)c1ccc(NS(=O)(=O)c2ccc3[nH]c(=O)[nH]c3c2)cc1,-8,0,1.4,-4,-2,9,1,0,0.0
COC(=O)c1ccccc1NC(=O)c1cnc2sccn2c1=O,6,-3,1.5,-8,-1,21,-1,5,0.2
Cc1c(Cl)cccc1NC(=O)Nc1ccc(C(=O)N2CCCC2)cc1,-1,-4,1.6,-1,-2,13,-8,1,-0.1
O=C(CCS(=O)(=O)c1ccccc1F)Nc1ccc(N2CCN(Cc3ccccc3)CC2)cc1,.,.,1.5,-7,-8,25,.,.,1.9*
CC1CC(C)CN(CCCNC(=O)CN2C(=O)CSc3ccc(S(=O)(=O)N4CCOCC4)cc32)C1 (centres undefined),9,-1,-3.9,5,-3,3,-3,-4,0.0
C/C(Cn1nnc([N+](=O)[O-])n1)=N\NC(=O)c1ccncc1,-4,-2,-0.6,11,-4,3,-1,-1,0.1
CCOC(=O)c1sc(NC(=O)c2ccccc2)cc1C,-7,1,4.6,-3,1,5,1,1,-0.1
O=C(NNC(=O)c1cc(F)c(F)cc1Cl)c1ccc(NS(=O)(=O)c2cccs2)cc1,.,.,0.4,-19,5,1,.,.,-0.2
CC(Oc1ccc(Cl)cc1Cl)C(=O)NNC(=O)[C@@H]1CCCC[C@@H]1C(=O)O (some centres undefined),-7,1,2.1,0,-2,-33,0,0,0.3
COC(=O)c1ccc(CSc2nnc(-c3ccncc3)o2)o1,2,-3,3.6,-8,0,1,-7,-1,0.0
CCOC(=O)/C(=N/Nc1ccccc1OC)N1CCCc2ccccc21,1,3,0.1,4,-4,1,-4,6,-0.2
CC(OC(=O)c1ccc(NS(=O)(=O)c2ccc3[nH]c(=O)[nH]c3c2)cc1)C(=O)Nc1cccc(Cl)c1Cl (centres undefined),5,1,1.9,8,-1,-11,-1,0,0.4
CCn1c(O)c(N=NC(=O)C(O)c2ccccc2)c2ccccc21 (centres undefined),-1,0,-1.9,-3,0,-7,1,0,0.0
COc1ccccc1OC(C)C(=O)N1CCC(Cc2ccccc2)CC1 (centres undefined),-3,0,0.9,-5,-2,18,8,0,0.0
NNC(=O)c1sc2cc(C(F)(F)F)cnc2c1-c1ccccn1,-4,-4,1.6,12,2,-2,6,3,-0.1
Cc1cc2c3c(c1C)C1(C(=O)N3C(C)(C)CC2C)C(C#N)=C(N)Oc2cc(O)ccc21 (centres undefined),7,3,7.0,14,2,11,3,-2,0.0
NC(=O)CC(NC(=O)Cc1ccc(Cl)cc1)c1ccc(NCCN2CCOCC2)c([N+](=O)[O-])c1 (centres undefined),-2,-3,1.0,4,-2,3,3,-1,0.0
COc1ccccc1C(=O)Nc1nnc(-c2ccc3c(c2)CCCC3)o1,4,0,2.7,-10,7,-7,-2,1,0.2
Cc1ccc(NC(=O)COC(=O)Cc2ccsc2)c(C)c1,-4,0,2.5,-10,-3,0,7,-13,-0.1
CC(C)CCNC(=O)c1onc(CSc2ccncc2)c1C(=O)NCCC(C)C,13,-1,7.3,-4,4,4,4,1,0.1
CCSc1nc2c(c(=O)[nH]1)C(C(C)C)C(C#N)=C(N)O2 (centres undefined),-3,-2,0.4,-7,2,5,8,-2,-0.1
CC(CN(C)Cc1ccccc1)OC(=O)c1cccs1 (centres undefined),-9,1,1.0,7,-6,11,-17,3,0.1
C=CCOc1ccc(/C(O)=C2\C(=O)C(=O)N(CCCOC)C2c2ccc(O)c(OC)c2)cc1 (centres undefined),-2,-2,-0.5,12,-3,7,-1,-3,-0.1
CCOc1nc2cnccc2n(CC(=O)Nc2ccccc2F)c1=O,-3,0,1.0,-15,3,-8,-1,-5,-0.1
O=C1c2ccccc2C(=O)N1c1ccc(S(=O)(=O)N2CCN(c3ccccc3)CC2)cc1,2,-1,2.9,-10,5,-35,-3,1,0.3
CC(C)c1ccccc1NS(C)(=O)=O,-2,5,0.8,2,-4,-5,2,-5,-0.1
Cc1cccc(C)c1NC(=O)CN(C)C(=O)CSCc1c(C)noc1C,-1,-3,-0.8,-15,-8,7,-16,1,0.1
COC(=O)C1=C(C(=O)OC)[C@@H]2Nc3ccccc3[C@@]23C[C@@H](C(=O)OC)N(C(=O)CC(C)C)C3=N1,3,-3,6.0,-6,3,14,-12,-2,0.1
CC[N+](C)(C)CCN(Cc1ccc(Cl)cc1)c1ccccn1,-14,-1,0.8,-3,-6,0,-2,8,0.0
COc1ccc(C/C(O)=C(\C#N)c2nc3ccccc3s2)cc1,-6,1,2.7,-12,7,2,-1,0,0.3
CC(=O)Nc1cccc(C(=O)OCC(=O)NC(C)c2ccc(F)cc2)c1 (centres undefined),1,1,0.8,1,-1,13,-7,5,-0.1
Cc1ccc(C)c(C(=O)CCC(=O)N2CCN(c3cccc(C(F)(F)F)c3)CC2)c1,.,.,0.2,12,2,3,.,.,0.2
O=C1CC(c2ccco2)Sc2ccccc2N1 (centres undefined),-3,-2,-3.6,-8,-3,-5,-4,0,0.3
Cc1cc(C)c2c(N)c(C(=O)Nc3ncc(C)s3)sc2n1,-11,-1,2.1,-8,-4,13,0,17*,-0.1
CCOc1ccc(C(=O)COC(=O)CNC(=O)C2CCCCC2)cc1,.,.,2.7,0,-2,11,.,.,0.0
O=C(COC(=O)COc1ccccc1)Nc1ccc(S(=O)(=O)N2CCOCC2)cc1,2,5,-0.8,-3,-4,0,-11,-4,0.1
C=CCNC(=O)C1CCN(S(=O)(=O)c2ccc3ccccc3c2)CC1,-7,-3,-1.0,-12,0,0,12,-1,0.0
Cc1cc(=O)oc2cc(OCC(=O)N3CCN(c4ccccc4)CC3)ccc12,.,.,0.1,9,-2,0,.,.,-0.2
S=c1[nH]nc(-c2ccccc2)n1/N=C/c1c[nH]c2ccccc12,-4,0,3.1,-7,5,12,0,2,-0.1
CN(C)c1nc2n(c(=O)n1)CCS2,-2,6,-2.3,15,2,9,-11,1,0.2
O=C(Cc1cccc(NC(=O)C2CCCN(C(=O)C3CCCCC3)C2)c1)Nc1cccc(C(=O)N2CCCC2)c1 (centres undefined),.,.,0.5,1,-4,10,.,.,0.2
Clc1ccc(OCCCCN2CCc3ccccc3C2)cc1,4,-3,-2.9,4,0,4,-2,5,0.0

# 7 entries from above, arranged by count of non-hydrogen atoms, lowest first:
SMILES,HCV core dimer,TPT1 inhibitor,PP5 primary,ZTA counter,PP1 inh,PREPL inhibitor,EBNA-1 inhibitor,CTSL1 counter,Efflux pump mplx
O=C1CC(c2ccco2)Sc2ccccc2N1 (centres undefined),-3,-2,-3.6,-8,-3,-5,-4,0,0.3
CC[N+](C)(C)CCN(Cc1ccc(Cl)cc1)c1ccccn1,-14,-1,0.8,-3,-6,0,-2,8,0.0
COc1ccc(C/C(O)=C(\C#N)c2nc3ccccc3s2)cc1,-6,1,2.7,-12,7,2,-1,0,0.3
CC(=O)Nc1cccc(C(=O)OCC(=O)NC(C)c2ccc(F)cc2)c1 (centres undefined),1,1,0.8,1,-1,13,-7,5,-0.1
Cc1cc(=O)oc2cc(OCC(=O)N3CCN(c4ccccc4)CC3)ccc12,.,.,0.1,9,-2,0,.,.,-0.2
Cc1ccc(C)c(C(=O)CCC(=O)N2CCN(c3cccc(C(F)(F)F)c3)CC2)c1,.,.,0.2,12,2,3,.,.,0.2
O=C(Cc1cccc(NC(=O)C2CCCN(C(=O)C3CCCCC3)C2)c1)Nc1cccc(C(=O)N2CCCC2)c1 (centres undefined),.,.,0.5,1,-4,10,.,.,0.2
